# AHR act – activates the human aryl hydrocarbon receptor. P35869. AHR-responsive luciferase reporter cells, luminescence. activation, % at 5 µM. hit rate 2.5% among 320,000. AID 2796; in the data active = activation above about 47%;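 note: 0% = vehicle wells and 100% = reference agonist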
# PAFAH2 inh – PAFAH2 (human) inhibition. inhibition, % at 3.39 µM. recombinant PAFAH2, FP-rhodamine activity probe, fluorescence polarization. hit rate 0.99% among 340,000;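 active = inhibition above the mean over all tested compounds plus 3 SD, cut at about 30% in these data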;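 note: inhibitors block probe labeling of enzyme so polarization drops; 0% = enzyme with DMSO and 100% = wells lacking PAFAH2 protein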
# proCasp3 act – activators of human procaspase-3 | hit rate 0.11% among 330,000 | activation, % at 8.5 µM | recombinant procaspase-3 D3A, Ac-DEVD-pNA absorbance 405 nm;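 active = activation above the mean of all tested compounds plus 3 SD, cut at about 21% in these data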;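 note: 0% = DMSO alone and 100% = DMSO wells spiked with extra 5 µM PC-3 D3A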
# Target sequence (P42574 whole entry D9A/D28A/D175A): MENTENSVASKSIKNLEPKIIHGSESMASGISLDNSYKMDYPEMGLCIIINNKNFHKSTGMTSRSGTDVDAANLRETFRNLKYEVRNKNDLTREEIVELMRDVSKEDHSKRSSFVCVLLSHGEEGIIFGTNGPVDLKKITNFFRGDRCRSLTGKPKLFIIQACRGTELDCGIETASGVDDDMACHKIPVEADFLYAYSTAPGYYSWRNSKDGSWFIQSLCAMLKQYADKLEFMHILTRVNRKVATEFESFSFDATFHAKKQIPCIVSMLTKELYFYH
#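 Assay system: Autoprocessing-dead procaspase-3 D3A mutant enzyme; also added: Ac-DEVD-pNA; doses: one concentration, 8.5 µM nominal, 0.8% DMSO; times: 1 h compound preincubation, 2 h substrate hydrolysis at 25 °C; technique: 405 nm absorbance of p-nitroaniline, reads at 0 and 120 min; measure: % activation between DMSO and enzyme-spiked controls; repeats: single replicate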
# proCasp7 act – counter-screen: procaspase-7 (human) activation | P55210 | recombinant procaspase-7, Ac-DEVD-pNA absorbance 405 nm; D23A/D198A/D206A triple mutant, cannot self-cleave; scale: DMSO 0, 5 µM enzyme 100 | activation, % at 8.5 µM | hit rate 0.093% among 330,000 | AID 463210;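 active = percent activation above the screen-wide mean plus 3 SD, cut at about 25% in these data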
#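 System: Procaspase-7 triple mutant (PC-7 D3A); measure: % activation from two-timepoint absorbance difference, scaled to controls; times: 1 h compound preincubation, 2 h substrate cleavage, 25 °C; also added: Ac-DEVD-pNA substrate, 400 µM as added; measured by: Epi-absorbance of released pNA at 405 nm, two timepoints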
# Fh CTSL1 inh – blocks F. hepatica cathepsin L1 in PFM18AAP counter-screen; recombinant F. hepatica cathepsin L1, Z-Leu-Arg-MCA fluorescence; inhibition, % at 5.96 µM; hit rate 0.49% among 300,000; AID 1906;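 active = inhibition above the mean of all tested compounds plus 3 SD, set per screening campaign, cut at about 17% in these data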;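 note: 0% = plate median of test compound wells and 100% = 1 µM Z-Phe-Ala-diazomethylketone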
# core dimer inh – HCV core protein dimerization inhibition | TR-FRET GST/Flag-core106 dimerization, 1536-well | inhibition, % at 5 µM | hit rate 0.33% among 300,000 | AID 1899;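 active = inhibition above the mean of all tested compounds plus 3 SD, set per screening campaign, cut at about 45% in these data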
#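 assay system = GST-tagged and Flag-tagged HCV core protein residues 1-106 | controls = unlabelled core106 and no-GST-core106 wells | incubation = compound-protein-antibody incubation 4 h at 22.5 °C | probe or stimulus = Eu donor and XL665 acceptor anti-tag antibodies | read-out = % inhibition based on acceptor/donor emission ratio | signal = TR-FRET 671 and 617 nm emission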
# TPT1 inhibitor – blocks Candida albicans tRNA 2'-phosphotransferase | AID 1962 | inhibition, % at 5 µM | recombinant caTPT1, FP RNA substrate dephosphorylation | hit rate 0.81% among 300,000;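 active = inhibition above the mean of all tested compounds plus 3 SD, set per screening campaign, cut at about 24% in these data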;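 note: plate controls were DMSO alone for no effect and ferristatin control at 100 nM for full effect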
# PP1 counter – blocks human PP1-alpha phosphatase, a PP5 counter-screen | P62136 | purified PP1alpha, OMFP fluorescence | inhibition, % at 6.7 µM | hit rate 0.9% among 320,000 | AID 2235;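 active = inhibition above the mean inhibition of all tested compounds plus 3 SD, computed separately for each screening campaign, cut at about 15% in these data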
# Target sequence (P62136 whole entry, looked up): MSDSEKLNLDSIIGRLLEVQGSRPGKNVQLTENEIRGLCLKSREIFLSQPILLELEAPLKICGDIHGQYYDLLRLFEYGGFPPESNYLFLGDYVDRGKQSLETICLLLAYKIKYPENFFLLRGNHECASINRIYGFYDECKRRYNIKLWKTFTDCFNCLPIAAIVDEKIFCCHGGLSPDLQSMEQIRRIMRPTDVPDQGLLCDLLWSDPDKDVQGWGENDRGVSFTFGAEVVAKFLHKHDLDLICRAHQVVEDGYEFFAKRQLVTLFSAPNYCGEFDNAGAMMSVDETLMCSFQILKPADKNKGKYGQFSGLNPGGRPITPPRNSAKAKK
# PP5 primary – PP5 (human) phosphatase inhibition. purified PP5c, OMFP substrate fluorescence. inhibition, % at 6.7 µM. hit rate 0.18% among 320,000. AID 1987;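 active = inhibition above the campaign's mean inhibition across all tested compounds plus 3 SD, cut at about 9.5% in these data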;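 note: 0% = DMSO only and 100% = 100 µM cantharidin control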
# Target sequence (P53041 whole entry, looked up): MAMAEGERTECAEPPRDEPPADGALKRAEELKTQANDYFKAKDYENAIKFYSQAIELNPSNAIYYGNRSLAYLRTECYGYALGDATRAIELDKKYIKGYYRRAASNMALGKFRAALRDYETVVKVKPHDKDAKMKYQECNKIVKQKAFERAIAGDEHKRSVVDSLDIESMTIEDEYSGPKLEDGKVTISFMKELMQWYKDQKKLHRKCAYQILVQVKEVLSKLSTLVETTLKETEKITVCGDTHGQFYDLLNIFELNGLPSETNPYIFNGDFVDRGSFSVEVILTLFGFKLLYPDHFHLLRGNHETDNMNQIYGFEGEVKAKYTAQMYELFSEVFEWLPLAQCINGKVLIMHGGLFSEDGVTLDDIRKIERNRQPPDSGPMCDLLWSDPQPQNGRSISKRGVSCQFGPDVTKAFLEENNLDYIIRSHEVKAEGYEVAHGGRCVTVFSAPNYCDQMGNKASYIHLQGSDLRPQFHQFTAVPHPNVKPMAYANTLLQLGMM
# * = called active by the depositor; nt = not tested or not shown. Compounds were not picked by outcome (roughly 5.6% active in at least one column).
mol	AHR act	PAFAH2 inh	proCasp3 act	proCasp7 act	Fh CTSL1 inh	core dimer inh	TPT1 inhibitor	PP1 counter	PP5 primary
Cc1ccc(C(=O)N/C(=C\c2cccs2)C(=O)NCCCn2ccnc2)cc1	2	0	6	1	-1	-3	5	0	0.1
c1ccc(C(c2ccccc2)N2CCN(Cc3nnnn3C3CCCC3)CC2)cc1	-2	3	3	-5	4	3	-2	3	6.2
CCc1ccc(OCC(=O)N2CC(C(=O)OC)Oc3ccccc32)cc1 (configuration not stated)	0	-5	1	10	-1	0	5	2	0.6
O=C(/C=C/c1ccccc1Cl)Nc1cccc(O)c1	-2	-16	3	6	3	-1	-5	-1	1.5
Cc1cccc(C(=O)N2CCN(c3ccccn3)CC2)c1	-4	8	1	3	-2	1	2	-1	1.8
O=C(CSc1nnc(-c2ccccn2)o1)Nc1ccccc1	6	3	8	-5	3	4	-4	-1	2.0
Cc1ccccc1-c1nc(C#N)c(N2CCCCC2)o1	0	9	-13	-1	1	3	0	3	-2.9
CCNc1c(NC(C)=O)c(=O)oc2ccccc12	-2	-5	-1	-1	0	-6	3	-2	2.4
CCOC(=O)C1(Cc2ccccc2C)CCCN(C(=O)CN2C(=O)CSC2=O)C1 (configuration not stated)	-1	-4	2	1	-1	11	-1	1	2.3
O=C(O)c1cn(-c2ccccc2)c(=O)c2ccccc12	18	-10	-2	2	0	-1	1	-5	-0.4
COc1ccc(/C=N/Nc2cc(=O)n(C)c(=O)n2C)cc1OC	20	0	-6	-1	-4	-8	3	-1	0.7
Cc1ccccc1OC(C)C(=O)Nc1cccnc1 (configuration not stated)	0	4	1	8	2	-2	-1	0	0.4
O=C(COC(=O)/C=C/c1ccc(F)cc1)Nc1cccc(S(=O)(=O)N2CCCC2)c1	0	53*	3	6	-10	12	1	3	0.8
Cc1ccccc1NS(=O)(=O)c1ccc(OCC(=O)NCc2ccccn2)cc1	0	11	-3	3	2	0	-1	-4	-1.1
Cc1occc1-c1nnc(SCC(=O)NC2CCCC2)n1-c1ccccc1	2	-1	-3	6	-1	-3	-7	-4	-0.1
CC(=O)Nc1ccc(N=Cc2c(O)c(C(=O)Nc3ccccc3)cc3ccccc23)cc1	29	nt	1	-3	0	13	121*	-3	2.0
Cc1ccc2c(c1)C1CC(C)(O2)N(c2cccc(C(=O)NC3CCN(Cc4ccccc4)CC3)c2)C(=O)N1 (configuration not stated)	-4	2	5	7	-3	2	-1	8	1.7
COc1ccc(N(C(=O)c2snc(C(N)=O)c2N)C(C(=O)NC2CCCC2)c2ccco2)cc1 (configuration not stated)	-3	0	10	-3	4	3	-2	1	1.7
O=C(Oc1c(-c2ccccc2)oc2ccccc2c1=O)c1ccccc1	1	-4	-16	-41	0	6	2	4	2.6
CN(C)C(=O)c1cn(-c2ccccc2)nc1-c1cc2ccccc2oc1=O	4	7	3	-6	1	-2	1	-2	0.3
c1ccc2c(N3CCCCCC3)nc(-c3ccncc3)nc2c1	10	0	-4	-4	3	6	-7	7	1.6
O=C(Nc1ccccc1)N1CCN(c2nc(-c3ccccc3)ns2)CC1	-3	1	12	2	-2	3	-2	-6	-1.9
COc1ccc(Cn2nnnc2CN(Cc2cc3cc(C)ccc3[nH]c2=O)C2CCCC2)cc1	10	4	-9	-12	0	8	0	-1	0.8
Cc1ccc(C(=O)N(Cc2cccnc2)Cc2cc3cc(C)ccc3n3nnnc23)cc1	6	6	1	0	14	5	-4	2	-2.2
Cc1ccc(-c2nc3[nH]c(=O)cc(NC(=O)c4cccs4)n3n2)cc1	3	-7	8	1	0	-1	3	-2	-0.9
CCCc1nc2ccccc2c(=O)n1CC(=O)c1ccc(F)cc1	1	-14	8	6	1	-1	-6	-1	1.2
CC(C)(C#CC(O)(c1ccccc1)c1ccccc1)N1CCCC1	0	6	4	6	1	0	-3	-6	-0.3
CCN(CCCNC(=O)Cn1cc2c(n1)CCCC2)c1cccc(C)c1	2	2	-6	13	0	-2	-3	-2	2.5
CC(C)=C1C2CCC1C(C(=O)Nc1sc(C)c(-c3ccc(C(C)C)cc3)c1C(N)=O)C2C(=O)O (configuration not stated)	-3	1	5	5	7	20	2	3	2.4
CN(C)c1ccc(C=C2C(=O)OC(C)(C(C)(C)C)OC2=O)cc1 (configuration not stated)	0	8	-3	12	-1	-1	15	-4	1.6
CCOC(=O)c1ccc(/[N+]([O-])=C/c2ccccc2)cc1	1	4	-10	-3	nt	nt	nt	-3	-2.9
CCOc1ccc(C(=O)N2CCC(C(=O)c3ccc4c(c3)OCCO4)CC2)cc1	0	-3	-1	2	-1	3	4	0	-2.2
O=C(CSCc1ccccc1)Nc1nccs1	-1	-3	-4	4	-1	3	6	-4	3.2
CSCCC(NC(=O)c1ccccc1)C(=O)NC1CC1 (configuration not stated)	-1	-1	-1	17	-3	1	-1	-3	1.8
CCCCN=Cc1sc2ccc(OCC)cc2c1O	-10	3	-13	-7	0	-7	-1	-3	-0.2
Cc1cccn2cc(-c3c[nH]c4ccccc34)nc12	59*	6	1	-1	-5	-11	-2	3	1.0
CCOc1ccc(Nc2nc(Cc3nnc(SCC(=O)N(CC)CC)n3C)cs2)cc1	4	-3	-14	-8	3	-4	3	-4	1.4
Cc1cc(/C=C2\SC(=O)N(C)C2=O)c(C)n1-c1ccc(O)cc1	-1	0	-4	-18	-3	16	3	-3	6.2
Cc1ccccc1-n1ccnc1SCC(=O)O	0	-10	-4	-3	5	1	-1	-6	-0.3
O=C(/C=C/c1ccccc1)Oc1cccc(C(=S)N2CCOCC2)c1	4	2	-5	-2	-28	-3	0	0	0.0
Cc1[nH]n(-c2ccc(Cl)cc2)c(=O)c1C(=O)c1ccccc1	6	7	1	-3	-2	3	1	5	2.6
O=C(COC(=O)c1ccccc1O)NCCc1c[nH]c2ccccc12	23	8	2	7	nt	nt	nt	nt	nt
CCN(CC(=O)NCc1ccc(Cl)cc1)C(=O)/C=C/c1ccc(C#N)cc1	13	-1	1	-6	1	-5	1	5	-0.5
Cn1c(=O)[nH]c(=O)c2c1nc(CN1CCN(c3ccccc3F)CC1)n2CC(N)=O	-3	-6	4	12	5	3	-4	0	-1.4
CC(=O)Nc1ccc(S(=O)(=O)N(C)CC(=O)Nc2ccc(Br)cc2F)cc1	10	14	-7	-6	5	-3	1	-2	-0.5
OCC[C@H]1C[C@@H](O)[C@H](O)[C@]2(OCCCc3ccccc32)O1	1	3	1	3	-1	-13	-5	1	-0.7
Cc1ccc2c(c1)N(CCC(=O)NC(C)C)C(=O)CO2	-3	-9	-1	2	-5	-4	-2	-5	0.4
O=C1CCCCCN1CP(=O)(O)CN1CCCCCC1=O	-3	6	7	3	-5	-2	-4	-1	1.1
CC12CCC(=O)N1C(C(=O)NNC(=O)c1ccc(F)cc1)CS2 (configuration not stated)	4	9	-2	-7	4	1	1	-6	-0.5
Cc1ccc(C(=O)NCCNC(=O)COc2ccc(C)c(C)c2)cn1	-3	10	-7	-5	-3	-9	-4	2	1.9
COc1ccc(-n2nnc3c(=O)n(Cc4ccccc4C)cnc32)cc1	0	6	7	-5	0	2	1	2	-3.1
Cc1cccc(C(=O)Nc2cccnc2Cl)c1	-4	0	-3	3	-4	0	1	3	4.2
CC(NC(=O)CSc1nc(C2CC2)n(-c2ccccc2)n1)c1ccco1 (configuration not stated)	0	1	6	-13	nt	nt	nt	-2	2.2
CC(C)(C)C(=O)Nc1nc2c(c(=O)[nH]1)CCCC2	1	2	-7	9	-3	-2	-5	-3	-0.5
COc1ccc(C)cc1NC(=O)CN1C(=O)c2cccc3cccc1c23	24	4	-9	1	-1	-2	0	4	-0.1
COCCCNCC(O)COc1ccccc1F (configuration not stated)	-3	-5	1	3	3	-4	1	4	-1.7
Cc1ccc(-c2cc(C(F)(F)F)n3nc(C(=O)NCCCn4ccnc4)cc3n2)cc1C	5	5	19	4	0	0	-3	6	3.3
O=C(c1ccc(NS(=O)(=O)c2cccc(F)c2)cc1)N1CCCC1	-2	2	-1	12	-3	7	-2	-3	2.2
Cc1ccc(N(Cc2cc3ccccc3[nH]c2=O)C(=O)c2cccs2)cc1C	0	-1	3	14	4	6	0	1	2.8
CC(=O)Nc1ccc(NC(=O)COc2ccc(Cl)cc2Cl)cc1	-1	-14	-2	-1	0	0	-5	2	0.3

# A draw from above in order of length of the SMILES, high to low.
mol	AHR act	PAFAH2 inh	proCasp3 act	proCasp7 act	Fh CTSL1 inh	core dimer inh	TPT1 inhibitor	PP1 counter	PP5 primary
Cc1ccc(N(Cc2cc3ccccc3[nH]c2=O)C(=O)c2cccs2)cc1C	0	-1	3	14	4	6	0	1	2.8
COc1ccc(-n2nnc3c(=O)n(Cc4ccccc4C)cnc32)cc1	0	6	7	-5	0	2	1	2	-3.1
CC(=O)Nc1ccc(NC(=O)COc2ccc(Cl)cc2Cl)cc1	-1	-14	-2	-1	0	0	-5	2	0.3

# (listing goes on)
mol	AHR act	PAFAH2 inh	proCasp3 act	proCasp7 act	Fh CTSL1 inh	core dimer inh	TPT1 inhibitor	PP1 counter	PP5 primary
O=C(CCCCC(=O)NCCc1ccccc1)NCCc1ccccc1	1	5	-3	-7	1	-2	-2	-2	-1.0
O=C(CNC(=O)[C@@H]1Cc2ccccc2CN1)NC1CCCC1	0	1	7	10	2	-1	-1	-3	0.5
O=C(N/N=C\c1cccnc1)C1c2ccccc2Oc2ccccc21	0	-1	-4	6	-2	-2	-2	0	3.2
CC(C)(C)C1CCC(=NNc2ccc(S(N)(=O)=O)cc2[N+](=O)[O-])CC1 (configuration not stated)	1	-1	-5	-2	6	2	2	3	2.4
Fc1ccc(CNc2cnccn2)cc1	1	3	3	4	0	-2	3	1	1.7
C/C(=N\NC(=S)NC1CCCCC1)c1ccc(O)cc1	5	-3	-2	4	-5	-1	1	-1	1.3
CCOC(=O)N1CCC(NC(=O)CS(=O)Cc2nc(-c3ccc(Cl)cc3)oc2C)CC1 (configuration not stated)	4	-8	-4	3	-6	13	-2	-2	3.0
CCn1nc(C(=O)N[C@@H](CCSC)c2nc3ccccc3[nH]2)c2ccccc2c1=O	3	10	-4	-7	-2	6	1	-2	5.3
COC1CCCN(C(=O)c2ccc3oc(Cc4ccc(Cl)cc4)nc3c2)C1 (configuration not stated)	1	1	10	14	-3	-1	-2	-1	-0.9
CC(C)Oc1ccc(C(=O)Nc2c3c(nn2-c2ccccc2)CS(=O)(=O)C3)cc1	6	5	-4	0	-2	0	-1	-3	1.8
Cc1onc(-c2ccccc2)c1C(=O)Nc1ccc(S(=O)(=O)N2CCOCC2)cc1	-1	0	2	1	0	1	-3	1	0.4
N#C/C(=C\c1cccc(NC(=O)c2ccccc2Cl)c1)C(=O)NCCc1ccccc1	5	-42	5	-4	-1	8	-4	3	2.0

# PAFAH2 inh, hit marks shown above.
SMILES | AHR act | PAFAH2 inh | proCasp3 act | core dimer inh | TPT1 inhibitor | PP5 primary
O=C(COC(=O)/C=C/c1ccc(F)cc1)Nc1cccc(S(=O)(=O)N2CCCC2)c1 | 0 | 53* | 3 | 12 | 1 | 0.8
